GPR151 ag – activators of human GPR151, primary screen, cell-based, PathHunter beta-arrestin, luminescence; activation, % at 11.2 µM; G-protein coupled receptor 151 (Homo sapiens), Q8TDV0; PathHunter beta-arrestin GPR151 cells; hit rate 1% among 650,000; AID 1508602, 2020; in the data active = activation above about 4.9%;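 also: 0% = median of compound wells and 100% = cells with positive control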
Target sequence (Q8TDV0 whole entry, looked up): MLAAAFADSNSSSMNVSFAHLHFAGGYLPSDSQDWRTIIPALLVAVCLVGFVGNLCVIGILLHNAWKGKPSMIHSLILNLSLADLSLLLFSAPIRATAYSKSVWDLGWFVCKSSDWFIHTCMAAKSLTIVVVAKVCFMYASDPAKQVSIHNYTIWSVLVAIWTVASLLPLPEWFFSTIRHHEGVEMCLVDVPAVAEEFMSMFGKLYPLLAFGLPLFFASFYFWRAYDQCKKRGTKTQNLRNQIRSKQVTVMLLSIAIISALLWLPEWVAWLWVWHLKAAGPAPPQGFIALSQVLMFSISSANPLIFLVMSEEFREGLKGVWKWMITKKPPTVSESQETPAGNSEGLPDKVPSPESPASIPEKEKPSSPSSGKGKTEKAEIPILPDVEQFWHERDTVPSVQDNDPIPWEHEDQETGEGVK
FBW7 activator – FBW7 E3 ligase activators, primary screen, biochemical, AlphaScreen, human; hit rate 0.13% among 650,000; normalized activity (activation), % at 26.1 µM; AlphaScreen FBW7–phospho-cyclin E peptide binding, activator screen; in the data active = normalized activity above about 1.9%;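 also: purified mutant Fbw7 with reduced substrate affinity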
MITF primary – MITF inhibitors, primary screen, biochemical, AlphaScreen, human; AID 1259374, 2018; hit rate 0.91% among 650,000; AlphaScreen MITF homodimerization, bead proximity signal; inhibition, % at 2.6 µM; Microphthalmia-associated transcription factor (Homo sapiens), O75030; in the data active = inhibition above about 50%;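 also: 0% = vehicle wells with protein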
Target sequence (O75030 whole entry, looked up): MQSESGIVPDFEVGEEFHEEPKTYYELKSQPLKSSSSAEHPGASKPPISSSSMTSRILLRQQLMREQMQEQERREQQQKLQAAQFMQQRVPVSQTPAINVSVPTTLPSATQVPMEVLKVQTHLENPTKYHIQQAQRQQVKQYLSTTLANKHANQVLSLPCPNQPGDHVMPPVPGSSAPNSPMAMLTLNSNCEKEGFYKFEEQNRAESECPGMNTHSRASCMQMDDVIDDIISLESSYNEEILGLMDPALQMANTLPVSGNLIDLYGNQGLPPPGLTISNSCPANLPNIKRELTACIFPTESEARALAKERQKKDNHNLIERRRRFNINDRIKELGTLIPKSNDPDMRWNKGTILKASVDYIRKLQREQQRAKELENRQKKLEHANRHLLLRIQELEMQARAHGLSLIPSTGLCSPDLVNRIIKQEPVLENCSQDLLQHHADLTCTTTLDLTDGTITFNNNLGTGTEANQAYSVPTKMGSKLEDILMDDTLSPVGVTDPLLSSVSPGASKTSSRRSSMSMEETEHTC
TEAD-YAP block – TEAD-YAP interaction inhibition, primary screen, TEAD-YAP interaction inhibitor project, luminescence, HEK-TIYL cells; TEAD-Gal4/YAP UAS-luciferase luminescence; AID 1259422, 2018; inhibition, % at 9.12 µM; hit rate 1.4% among 640,000; in the data active = inhibition above about 32%;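 also: 0% = median of test compound wells and 100% = reference inhibitor wells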
* marks the source's active call; other numbers are inactive results; · = no result given; & = joins results of further samples. Outcome played no part in choosing rows. About 3.4% of those tested had a hit in this group.

SMILES	GPR151 ag	FBW7 activator	MITF primary	TEAD-YAP block
Cc1c(Cl)c([N+](=O)[O-])nn1CC(=O)N1CCCc2ccccc21	0.4	0.2	15.7	14.3
Clc1ccc(-c2csc(Nc3c(Cl)cccc3Cl)n2)cc1Cl	0.5&-0.6	0.1&0.0	-15.4&2.6	-3.7&-18.6
N#C/C(=C/c1ccc([N+](=O)[O-])o1)C(=O)NCCc1c[nH]c2ccccc12	-0.8	-0.2	13.3	1.9
NC(=O)C1CCN(C(=S)NC(=O)c2cccs2)CC1	-0.8	-0.1	-11.8	1.2
Cc1cccc(NC(=O)CN2C(=O)C(C)(C)Oc3ccc(C(=O)NC(C)C)cc32)c1C	0.1	0.0	-5.0	0.2
COC(=O)c1cccc(NC(=O)COc2ccc(I)cc2)c1C	-1.9	0.8	16.1	-2.9
CCC1CN(CC(=O)NCC2CCN(CCOC)CC2)Cc2ccc(Cl)cc2O1 (centres undefined)	-1.0	0.3	18.0	-0.4
CC1=C(C#N)c2nc(N)c(C#N)c(C)c2/C1=C\c1ccc(-c2ccc([N+](=O)[O-])cc2Cl)o1	0.2	-0.3	-11.9	1.4
CCOC(=O)c1cc(Br)c(SC)c(C)c1O	4.3	0.3	-10.5	5.8
CN(C)CCOc1cc(-c2cn[nH]c2)ccc1NC(=O)OCc1ccccc1	-1.3	0.0	19.1	-4.0

Brought forward from above: four entries; new compounds follow.
SMILES	GPR151 ag	FBW7 activator	MITF primary	TEAD-YAP block
CCC1CN(CC(=O)NCC2CCN(CCOC)CC2)Cc2ccc(Cl)cc2O1 (centres undefined)	-1.0	0.3	18.0	-0.4
CC1=C(C#N)c2nc(N)c(C#N)c(C)c2/C1=C\c1ccc(-c2ccc([N+](=O)[O-])cc2Cl)o1	0.2	-0.3	-11.9	1.4
CCOC(=O)c1cc(Br)c(SC)c(C)c1O	4.3	0.3	-10.5	5.8
CN(C)CCOc1cc(-c2cn[nH]c2)ccc1NC(=O)OCc1ccccc1	-1.3	0.0	19.1	-4.0
N#Cc1ccc(N=Cc2sc(N3CCOCC3)nc2-c2ccccc2)cc1	3.0	-0.2	0.1	4.4
O=C(/C=C/c1cccs1)Nc1ccccc1	-7.0	0.0	10.5	-33.6
O=C1/C(=C\c2ccco2)N2CCC1CC2	1.3	0.0	20.1	-0.7
O=C(CCc1ccccc1)NCC1CC(Cc2ccc(F)cc2)=NO1 (centres undefined)	-0.7	-0.1	-1.8	4.8
O=C(C[n+]1cccc(Br)c1)c1cccc2ccccc12	-1.6	0.1	7.5	-8.3
O=C1OC(c2ccc(Cl)c(Cl)c2)=N/C1=C\c1ccccc1F	-1.6	0.4	3.3	19.0
CCOC(=O)C1=C(C)NC2=C(C(=O)CC(c3ccccc3)C2)C1c1cc(C)sc1SC (centres undefined)	-1.2	0.2	1.6	11.8
O=C(c1cccnc1)N1CCN(Cc2ccc([N+](=O)[O-])cc2)CC1	-0.1	-0.2	-13.8	0.6
Cc1ccc(C(=O)COC(=O)CNC(=O)c2ccco2)cc1	-1.5	0.4	1.6	-0.2
Cc1cc2nc(C)c(C)nc2cc1C	1.3	0.0	-2.1	-2.7
CS(=O)(=O)N(CC(=O)Nc1cccc(C(F)(F)F)c1)c1ccc(F)c(Cl)c1	1.5	-0.1	3.1	-6.5
O=C(Nc1ccc(S(=O)(=O)N2CCCC2)cc1)c1cccs1	1.6	0.5	5.7	6.5
COc1cc(NC(=O)COc2cccc(Cl)c2)c(OC)cc1Cl	0.5	-0.3	14.1	5.3
O=C(/C=C/c1ccccc1[N+](=O)[O-])Nc1ccncc1	2.7	0.1	-0.2	-26.0
Cc1c(C(=O)NC(=S)Nc2cccc(-c3nc4ccccc4s3)c2)oc2ccccc12	-0.3	0.2	-3.2	0.8
COc1cc(/C=C2\SC(=O)NC2=O)ccc1OC(C)C(=O)O (centres undefined)	-0.4	0.0	10.9	2.8
O=C(Nc1ccc2ncsc2c1)c1ccc(F)cc1	-4.6	0.5	22.3	-36.7
CC(C)CCNC(=O)CN1C(=O)CCSc2ccccc21	-1.2	0.0	5.3	0.9
NC(=O)C1(C(N)=O)Sc2sc(=S)sc2S1	-1.4	-0.4	-2.2	7.1
CCOc1ccc(S(=O)(=O)NC(CC)C23CC4CC(CC(C4)C2)C3)c2ccccc12 (centres undefined)	1.6	0.3	5.6	10.2
COC(=O)C1C(=O)NC(SCC(=O)Nc2ccc(C)c(Cl)c2)=C(C#N)C1c1cc(OC)c(OC)c(OC)c1 (centres undefined)	-1.0	0.1	21.4	7.8
CCOC(=O)N1CCC(NC(=O)C2c3ccccc3C(=O)N3CCc4ccccc4C23)CC1 (centres undefined)	0.6	-0.3	-4.8	7.5
COc1ccc(CCN2C(=O)CC(C(=O)Nc3ccc(OC)cc3)SC2=Nc2ccccc2)cc1 (centres undefined)	-1.1	0.1	11.3	8.8
CCn1c(=O)c2sccc2n2c(CCCC(=O)NCc3ccc4c(c3)OCO4)nnc12	2.8	0.0	1.0	7.0
Cc1cc(C)c2c3c(sc2n1)C(=O)N(C)CC(=O)N3	0.0	0.0	-0.9	-12.8
COCCn1c(SCc2ccc(F)cc2)nc2c1c(=O)[nH]c(=O)n2C	1.8	-0.2	-12.3	-14.8
FC(F)(F)c1ccc(-c2nc(-c3ccccn3)ncc2-c2ccncc2)cn1	-2.0	-0.4	17.1	6.9
CCOC(=O)C1=C(C)N=C2SCC(=O)N2C1c1cccc(OC)c1OC (centres undefined)	0.2	0.0	0.7	-0.4
N#Cc1c(SCc2c(F)cccc2Cl)nc2c(c1-c1ccccc1)CCCC2	0.7	0.0	3.7	-2.9
O=C(Cc1ccccn1)NCCO	-0.5	0.2	12.1	-7.6

Entries of single compounds, quoted from the list. Values in the order: GPR151 ag | FBW7 activator | MITF primary | TEAD-YAP block
CCOC(=O)C1=C(C)N=C2SCC(=O)N2C1c1cccc(OC)c1OC (centres undefined) is entered as 0.2 | 0.0 | 0.7 | -0.4
CCn1c(=O)c2sccc2n2c(CCCC(=O)NCc3ccc4c(c3)OCO4)nnc12 is entered as 2.8 | 0.0 | 1.0 | 7.0
O=C(Cc1ccccn1)NCCO is entered as -0.5 | 0.2 | 12.1 | -7.6
N#Cc1c(SCc2c(F)cccc2Cl)nc2c(c1-c1ccccc1)CCCC2 is entered as 0.7 | 0.0 | 3.7 | -2.9

(next part)
SMILES	GPR151 ag	FBW7 activator	MITF primary	TEAD-YAP block
CCCC1=C(C(=O)OCC)C(c2cccc([N+](=O)[O-])c2)n2ncnc2N1 (centres undefined)	-0.6	0.0	11.0	32.7*
O=[N+]([O-])C1=Cc2cc(Br)cc(Br)c2OC1c1ccc2c(c1)OCO2 (centres undefined)	1.1	0.0	11.5	-19.9
CCC1CCC(c2ccc(C(C)=O)cc2)CC1 (centres undefined)	-1.1	0.0	4.2	9.2
O=C(Nc1ccc2c(c1)C(=O)NC2=O)c1ccccc1Br	-1.0	-0.1	-4.7	-5.5
O=C(/C=N/NC(=S)Nc1ccc(S(=O)(=O)N2CCOCC2)cc1)c1ccccc1	0.6	-0.2	5.9	1.6
C/C(=N/N1CCN(c2ccccn2)CC1)c1ccc(Cl)cc1	-0.4	-0.1	5.1	-23.1
CCCOc1ccc(NC(=O)C2CCCNC2=O)cc1 (centres undefined)	1.7	0.7	2.1	-7.1
CC(C)(c1ccc(O)c(N)c1)c1ccc(O)c(N)c1	0.1	0.5	73.6*	-0.5
COc1cc(CN2CCCCCC2)c([N+](=O)[O-])cc1OC	1.7	0.0	19.6	1.1
O=C(CCS(=O)(=O)c1ccc2c(c1)SCC(=O)N2)NCc1ccc(Cl)cc1	-0.5	0.4	14.7	12.9
O=C(CCC(=O)N1CCN(CCn2cccn2)CC1)c1ccccc1	-1.9	0.6	6.9	-3.5
COc1cc(C=O)ccc1OCCCOc1ccc(C=O)cc1OC	-0.8	-0.2	-18.7	2.4
O=C(CSc1nnc2sc3ccccc3n12)N1CCCC1	0.2	0.0	-5.3	-19.3
c1ccc2c(c1)nc1n2CCN1CCN1CCOCC1	-0.3	-0.1	-7.3	-8.9
COc1ccc(/C=C(\C#N)C(=O)N2CCOCC2)cc1Br	-0.7	-0.1	-12.7	3.2
CCC(CO)Nc1ccc2ncc(-c3ccc(C(=O)Nc4ccc(OC)cc4)cc3)n2n1 (centres undefined)	1.1	0.1	-2.6	-0.8
CCOC(=O)c1cccc(NC(=O)CCC(=O)N2CC(C)Oc3ccc(C)cc32)c1 (centres undefined)	0.9	-0.2	7.4	11.6
COc1ccc(-c2cc(C(=O)N/N=C(\C)c3ccc(O)cc3O)[nH]n2)cc1	-1.1	-0.2	0.3	3.9
CSc1nc(-c2ccccc2)nc(Nc2nc(C)cc(C)n2)c1C(C)=O	-0.9	0.1	-13.0	-0.6
CCOc1ccc(C(=O)NC23CC4CC(CC(C4)C2)C3)cc1[N+](=O)[O-]	0.3	0.3	4.0	-6.9
O=C(COc1ccccc1/C=C1\SC(=O)NC1=O)Nc1ccccc1	-1.6	0.1	7.9	0.1
CN(C)C(=O)c1nc2ccc(Cl)cn2c1CNCCCn1nnc2ccccc21	0.7	0.1	14.1	0.1
CCn1c(=O)c2c(nc3n2CC(C)CN3c2cccc(OC)c2)n(C)c1=O (centres undefined)	1.5	-0.1	0.5	1.7
COc1ccccc1C(NC(=O)C1CCN(C(=O)C2CC2)CC1)c1ccccn1 (centres undefined)	1.4	0.6	17.0	1.9
COc1ccc(C2Oc3ccc(Cl)cc3C3CC(c4cccs4)=NN32)c(OC)c1OC (centres undefined)	-0.2	0.8	11.4	-14.1
CCN(Cc1nc2ccccc2c(=O)[nH]1)Cc1nc2sc(C(=O)OC)c(C)c2c(=O)[nH]1	-2.1	0.2	8.0	1.2
Cc1ccc(S(=O)(=O)NCCC(=O)O)c(C)c1N(C)S(=O)(=O)c1ccccc1	-0.2	-0.1	3.7	-4.3
CCC(Oc1ccccc1)C(=O)NC1=NCCS1 (centres undefined)	-0.1	-0.1	13.8	-1.8
COc1ccccc1Cn1c(SCC(=O)c2ccccc2)nc2ccccc2c1=O	-0.2	0.0	-4.5	5.5
Cc1ccc(C)c(NC(=O)CSc2nc(-c3ccccc3C)ns2)c1	2.3	0.1	6.9	9.5
O=C(c1ccc(I)cc1)c1coc2ccc(O)cc12	-0.1	0.1	4.5	-45.0
NC(=O)N/N=C/c1ccccc1OCc1cccc(Br)c1	0.5	0.2	6.5	7.5
CCOC(=O)c1c(NC(=O)CCCn2nc([N+](=O)[O-])cc2C)sc(C(C)=O)c1C	-0.4	0.0	-0.5	-3.8
NC(=O)c1cc(F)ccc1Nc1ccnc(Nc2ccc(N3CCOCC3)cc2)c1	3.6	-0.3	16.9	17.6
CCOC(=O)c1sc2nc(SCC(=O)C(C)(C)C)n(Cc3ccc(OC)cc3)c(=O)c2c1C	0.1	0.0	-9.9	6.1
CCOC(=O)c1c(NC(=O)c2ccc(Cl)cc2)sc(C(=O)Nc2ccccc2C)c1C	-0.5	0.0	20.7	11.6
Cc1nc2ncnn2c(C)c1CCC(=O)Nc1cccc(C(F)(F)F)c1	0.5	-0.1	-11.2	-8.5
O=C(Cc1ccc(F)cc1)N1CC[C@@H]2[C@H](CCCN2C(=O)c2ccsc2)C1	-1.9	0.0	-7.2	-9.2
O=C(CCCn1ncn2c(cc3occc32)c1=O)NCc1cccc(Br)c1	0.2	0.1	11.3	-5.3
Cc1ccccc1C1=N/C(=C/c2ccc(C(C)C)cc2)C(=O)O1	-0.5	0.7	0.6	11.7
Cc1cccc(OCCCC(=O)NCC2CCCO2)c1C (centres undefined)	-1.0	0.1	17.4	5.1
O=C(NCCc1ccccc1)C1CC(=O)N(Cc2ccc(Cl)cc2)C(=Nc2ccc(Cl)cc2)S1 (centres undefined)	-0.6	0.4	9.5	7.0
Cc1ccc2nsnc2c1S(=O)(=O)Nc1cccc(C(=O)O)c1	-0.2	0.2	20.9	0.6
CC(=O)Nc1ccc(N=NC2C(=O)N(C(N)=S)N=C2C)cc1 (centres undefined)	-7.3	0.0	9.6	-7.0
CCN(CC)c1nc(NCCN2CCOCC2)nc(Nc2nc3ccccc3n2C)n1	-0.6	-0.1	3.6	12.7
CC12CCC(C(=O)N3CCCCCC3)(OC1=O)C2(C)C (centres undefined)	-0.8	0.8	-2.9	-7.3
CC1Cn2cc(C(=O)O)c(=O)c3c(Cl)ccc(c32)O1 (centres undefined)	0.6	0.4	3.7	11.3
O=C(COc1ccc(Br)cc1Cl)N1CCOCC1	2.6	-0.1	-8.9	-6.0
COc1cccc(NC(=O)CN2CCN(CC(=O)Nc3ccc(Cl)cc3)CC2)c1	-0.4	0.0	-5.2	-2.4
CC[C@@H](c1ccccc1)n1c(=O)n2n(c1=O)[C@H]1[C@H](O)[C@@H]3O[C@@H]3/C(=N\OC/C=C(\C)CCC=C(C)C)[C@H]1CC2	1.6	0.1	2.8	·
CCOC(=O)Cc1csc(CC(N)=O)n1	-0.4	-0.1	-8.5	-1.3
O=C(Nc1nc2ccccc2s1)c1cc([N+](=O)[O-])ccc1Cl	-0.6	0.1	-0.9	-1.8
Cc1ccc(CN2CCOc3ccc(CN4CCC(O)(c5cccnc5)CC4)cc3C2)cc1	0.2	0.0	6.6	-2.4

As a working copy, some entries already given:
SMILES	GPR151 ag	FBW7 activator	MITF primary	TEAD-YAP block
O=C(Nc1nc2ccccc2s1)c1cc([N+](=O)[O-])ccc1Cl	-0.6	0.1	-0.9	-1.8
Cc1ccc(CN2CCOc3ccc(CN4CCC(O)(c5cccnc5)CC4)cc3C2)cc1	0.2	0.0	6.6	-2.4
